High-throughput results from PubChem BioAssay.
C-LANA FP: inhibitors of KSHV LANA C-terminal domain DNA binding; MBP-C-LANA/FAM-LBS DNA binding, fluorescence polarization; inhibition, % at 9 µM; 0.078% of 340,000 active; AID 504423;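 active = highest replicate inhibition at or above 60% at 9 µM, even if other replicates fall short; inactive = all replicates below 60% inhibition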;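 note: 0% = neutral control wells and 100% = 4 µM acridine orange control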
PvdQ inh: P. aeruginosa PvdQ acylase inhibition | purified PvdQ acylase, fluorescence plate reader | 0.063% of 340,000 active | inhibition, % at 10 µM | AID 488965; in the data active = inhibition above about 30%, passing the limit was not always enough;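 note: 0% = vehicle neutral wells and 100% = reference inhibitor wells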
dFosB activator: enhances mouse delta FosB homodimer DNA binding | purified delta FosB, TAMRA-CDK5 oligo fluorescence polarization; percent of positive-control signal above neutral wells | activation, % at 25 µM | P13346 | 0.99% of 340,000 active;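 active = mean activation above about 17%, with every replicate also reaching it, limit read from the data, passing the limit was not always enough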;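 note: fluorescence polarization rise as delta FosB binds a TAMRA Cdk5 AP-1 oligo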
Target sequence (P13346 whole entry, looked up): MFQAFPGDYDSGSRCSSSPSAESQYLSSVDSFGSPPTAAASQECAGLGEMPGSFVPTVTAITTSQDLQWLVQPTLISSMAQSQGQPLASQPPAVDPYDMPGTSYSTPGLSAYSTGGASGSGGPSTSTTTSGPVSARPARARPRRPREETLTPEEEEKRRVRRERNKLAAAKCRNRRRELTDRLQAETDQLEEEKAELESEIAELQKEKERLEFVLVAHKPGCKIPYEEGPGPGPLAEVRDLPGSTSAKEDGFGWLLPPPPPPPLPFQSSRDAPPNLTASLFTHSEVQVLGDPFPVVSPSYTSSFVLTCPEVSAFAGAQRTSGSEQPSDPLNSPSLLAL
Mot1-301 SUMO: blocks SUMOylation pathway, rescuing yeast Mot1-301 growth. S. cerevisiae Mot1-301 growth rescue, ATP luminescence, 38.5C; percent above DMSO median, 100 means doubled. growth rescue, % at 18.8 µM. 1% of 320,000 active. AID 2716;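 active = every valid replicate shows activation above 250% relative to neutral control wells; inactive = the rest, any valid replicate at or below 250%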;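 note: OY570 slx delta 5 strain wells were the positive control but not used for scaling; some compounds called inactive have numbers as strong as hits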
NSD2 HMT inh: NSD2 (human) methyltransferase inhibition; O96028; AID 743445; 0.54% of 310,000 active; NSD2 peptide methylation, AlphaScreen, 120 min; inhibition, % at 12.5 µM; in the data active = inhibition above about 50%
PfHsp90 set2: growth inhibition of yeast expressing Plasmodium Hsp90. inhibition, % at 9.4 µM. 0.32% of 310,000 active. S. cerevisiae expressing PfHsp90, BacTiter-Glo ATP, 48 h; yeast lacking PDR1 and PDR3 efflux regulators;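 active = every replicate shows inhibition above about 80%, whatever the replicate mean, limit read from the data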;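 note: 0% = DMSO neutral controls and 100% = 20 µM radicicol positive controls; yeast relying on Plasmodium falciparum Hsp90 in place of its own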
CDK5 p35 inh: inhibitors of human CDK5/p35 kinase. Q00535+Q15078. Recombinant CDK5/p35, ADP-Glo luminescence, 60 min. inhibition, % at 10 µM. 0.01% of 330,000 active. AID 488839;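 active = highest replicate inhibition of at least 50% and at least 75% of replicates reaching 50%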;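 note: plate controls were DMSO neutral control for no effect and GW8510 at 10 µM for full effect; many of its hits are not listed in these tables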
Rtt109 HAT inh: inhibitors of Candida albicans Rtt109/Vps75 histone acetyltransferase; purified Rtt109/Vps75, ThioGlo CoA-SH fluorescence, 4 h; inhibition, % at 34.9 µM; 0.16% of 330,000 active; AID 540336;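 active = inhibition of at least 50% in every replicate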
Target sequence (Q5AAJ8 whole entry, looked up): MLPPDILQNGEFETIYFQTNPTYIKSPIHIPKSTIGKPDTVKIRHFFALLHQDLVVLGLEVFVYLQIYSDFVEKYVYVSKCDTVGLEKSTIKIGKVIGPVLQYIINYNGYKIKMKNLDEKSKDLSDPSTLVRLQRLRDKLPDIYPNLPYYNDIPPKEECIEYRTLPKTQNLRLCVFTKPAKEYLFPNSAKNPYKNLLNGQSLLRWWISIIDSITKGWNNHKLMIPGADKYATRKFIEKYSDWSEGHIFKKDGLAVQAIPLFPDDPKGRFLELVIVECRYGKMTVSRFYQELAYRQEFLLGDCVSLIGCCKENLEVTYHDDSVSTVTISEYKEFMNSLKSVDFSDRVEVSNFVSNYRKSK
RTF Ca sens act: cardiac RTF calcium sensitization. P19429+P45379. IANBD-labeled TnC RTF fluorescence at EC20 calcium; 0% EC20 calcium, 100% full calcium. activation, % at 7.2 µM. 0.24% of 340,000 active;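 active = activation above the mean over all tested compounds plus 3 SD, cut at about 30% in these data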;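 note: rise in fluorescence read as greater calcium sensitivity of cardiac thin filaments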
RTF Ca sens inh: cardiac RTF calcium desensitization; P19429+P45379; IANBD-labeled cardiac RTF, Ca2+ fluorescence; inhibition, % at 7.15 µM; 0.12% of 340,000 active;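 active = inhibition above the mean inhibition of all tested compounds plus 3 SD, cut at about 17% in these data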;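 note: assay run at fixed EC70 calcium of 1.6 mM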
Keap1 Nrf2 FP: disrupts human Keap1 binding to Nrf2 peptide; Q14145; 0.15% of 340,000 active; Keap1 Kelch-Nrf2 peptide fluorescence polarization, 1536-well; inhibition, % at 9.4 µM; in the data active = inhibition above about 12%;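 note: human Keap1 Kelch domain with fluorescein labeled Nrf2 9mer peptide probe; 0% = neutral control wells and 100% = peptide positive control; higher means more block of Keap1 binding to Nrf2 peptide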
Starred values were filed as active, the others as inactive; · = no result given.

| molecule | C-LANA FP | PvdQ inh | dFosB activator | Mot1-301 SUMO | NSD2 HMT inh | PfHsp90 set2 | CDK5 p35 inh | Rtt109 HAT inh | RTF Ca sens act | RTF Ca sens inh | Keap1 Nrf2 FP |
| --- | --- | --- | --- | --- | --- | --- | --- | --- | --- | --- | --- |
| CC(=NNC(=O)c1ccncc1)c1ccc(Cl)c(Cl)c1 | 0.0 | -3.5 | 0.0 | · | -3.2 | -7.9 | 1.0 | -2.9 | 0.5 | 2.2 | -1.3 |
| COc1cc(CCCN2C(=O)C(=O)NC[C@@H]2c2ccccc2)cc(OC)c1OC | -0.6 | -13.6 | 10.7 | 17.8 | · | -7.8 | 0.6 | -9.1 | 2.4 | -1.7 | -2.0 |
| CCOc1ccc2nc3sc(C(=O)N4CCN(C)CC4)c(N)c3cc2c1 | 1.8 | -4.9 | -14.1 | -8.7 | 1.4 | 4.4 | 1.4 | -38.5 | 2.7 | -0.3 | -11.5 |
| CCN(C(=O)Cn1c(=O)oc2ccccc21)c1cccc(C(F)(F)F)c1 | 1.1 | -3.1 | -6.0 | · | 0.6 | 8.2 | -0.8 | 2.1 | -4.3 | 5.8 | 3.7 |
| CCOc1ccc(N(C(=O)CNC(=O)c2ccco2)C(C(=O)NC2CCCC2)c2cccnc2)cc1 (stereo not given) | 0.8 | 15.6 | -6.0 | 0.8 | -2.3 | 0.6 | 1.4 | 24.8 | 4.4 | 4.5 | -1.1 |
| Cc1ccc(C(=O)NCc2ccc(Cl)cc2)cc1S(=O)(=O)N1CCCCC1 | 0.1 | 6.8 | 1.5 | -10.4 | -1.0 | 1.2 | 0.7 | -10.9 | -3.5 | 2.2 | 2.9 |
| N#CC1(NC(=O)COc2ccccc2[N+](=O)[O-])CCCCC1 | -1.3 | -4.4 | 10.9 | 3.6 | -2.1 | -12.8 | -0.8 | -4.6 | 1.0 | -3.1 | -0.8 |
| CCCCNC(=O)c1ccccc1NC(=O)CCC | -1.5 | -28.3 | 5.7 | 147.7 | -2.3 | 4.2 | -3.7 | · | 1.4 | -13.1 | -3.3 |
| Clc1ccc(Cc2ccccc2)nn1 | 0.5 | -17.1 | -4.1 | -13.0 | -2.3 | 6.6 | 1.0 | -9.0 | 1.9 | -2.1 | -2.2 |
| C/C(=N/NS(C)(=O)=O)c1ccc2ccccc2c1 | -1.0 | -8.3 | -1.3 | 83.1 | -0.5 | · | 1.5 | 4.0 | 0.8 | -24.9 | -4.1 |
| NC1=NC[C@@H](Cc2ccc(O)cc2)N1CCC12CC3CC(CC(C3)C1)C2 | 0.2 | 5.2 | -3.2 | -8.7 | · | -18.8 | 2.2 | 2.1 | -2.7 | -0.9 | -3.8 |
| CCc1sc(C(=O)Nc2cc(S(=O)(=O)N3CCOCC3)ccc2OC)cc1C | 0.2 | -19.5 | -5.5 | 3.5 | -0.1 | -11.2 | -5.7 | -5.6 | 2.7 | -4.5 | -2.9 |
| Cc1cnc(C(=O)OCC(=O)N2CCc3ccccc32)cn1 | 0.3 | 2.3 | -4.9 | 19.6 | 1.0 | · | -0.8 | 11.0 | -6.3 | 1.9 | -0.2 |
| COc1ccc(OCCNC(=O)c2ccc(C)cc2)cc1 | -0.1 | 4.6 | 0.2 | -5.4 | -0.2 | -2.9 | -0.1 | -4.9 | 17.7 | -0.9 | -1.5 |
| Cc1cccc(NC(=O)NC2(C(=O)NCc3ccco3)CCCCC2)c1 | -1.4 | -6.6 | 1.2 | 0.8 | · | -19.6 | -4.4 | -5.5 | 1.7 | 5.1 | -5.1 |
| CCN(CC(=O)Nc1cc(Cl)ccc1C)C(=O)Cc1ccsc1 | 1.9 | -10.4 | 4.5 | 18.7 | -1.7 | · | -0.1 | 1.2 | 2.5 | -6.0 | -1.7 |
| Cc1cc(=O)n(CCCc2ccccc2)[nH]1 | -0.5 | -16.7 | -10.8 | -13.3 | · | 13.4 | -5.0 | 12.0 | -1.4 | 13.5 | -7.2 |
| COc1cc(/C=C(\C#N)C(=O)Nc2cccc(C(=O)O)c2)ccc1OCc1ccc(Cl)cc1 | -1.0 | -8.5 | -13.9 | 2.8 | -0.1 | -11.4 | 2.7 | -10.0 | -9.9 | 0.3 | 5.1 |
| O=C(NC1CC1)c1c(O)c2ccccc2[nH]c1=O | -0.6 | -14.9 | -0.7 | 18.5 | 0.3 | 28.8 | -0.4 | -1.7 | 1.8 | -3.7 | -3.8 |
| O=C(CNC(=S)N(Cc1ccccc1)Cc1cccs1)NCc1ccc(F)cc1 | -0.8 | 3.9 | -5.1 | · | 28.1 | 6.4 | 0.5 | 2.5 | 0.3 | -0.7 | -2.6 |
| C=CCc1ccc(OC(=O)NC2CCCCC2)c(OC)c1 | -3.8 | -12.8 | -0.8 | 11.7 | 3.3 | 3.6 | 1.8 | 0.0 | 1.9 | -9.1 | -6.1 |
| CCNS(=O)(=O)c1ccc(NC(=O)Cn2cc([N+](=O)[O-])cn2)cc1 | -2.3 | 6.9 | 1.2 | 6.5 | -0.5 | -6.1 | 2.1 | 12.5 | 0.6 | -6.5 | 0.8 |
| Cc1c(Cl)cccc1NC(=O)[C@@H](NC(=O)c1ccccc1Cl)C(C)C | 0.0 | 5.0 | 4.9 | 128.5 | 1.1 | -7.1 | -1.3 | -7.1 | 0.6 | -3.1 | -4.9 |
| CCC(C(=O)NC1CCN(C)CC1)c1ccccc1 (stereo not given) | 0.0 | -17.3 | -0.9 | 0.2 | · | -7.6 | -0.6 | 0.4 | 6.6 | -1.2 | -1.5 |
| Cn1c(=O)c2c(nc(Oc3ccc4c(c3)OCO4)n2Cc2ccc(Cl)cc2)n(C)c1=O | 0.8 | 5.5 | -0.2 | -18.5 | 4.3 | 2.1 | 0.1 | 12.5 | -5.5 | -3.7 | 0.8 |
| CCS(=O)(=O)Nc1ccc(-c2cc(-c3ccccc3)c3cc(C)ccc3n2)cc1 | -0.8 | 7.0 | -7.8 | -5.8 | 0.3 | 69.1 | · | -0.5 | -4.3 | 5.4 | 3.9 |
| C=CCN1C(=O)/C(=C\c2ccc(Cl)cc2)N=C1SCC(=O)NC1CCCCC1 | -0.2 | -10.4 | -9.7 | -3.6 | · | 23.5 | -0.6 | -2.8 | 2.1 | -1.9 | -7.3 |
| CC(C)n1c(-c2ccc(C(C)(C)C)cc2)n[nH]c1=S | 1.6 | -12.2 | -7.8 | -5.7 | 3.1 | -38.0 | -0.8 | 5.8 | 8.3 | -10.5 | 0.0 |
| CC1(C)Cc2c(cnn2-c2ccc(F)cc2)C(NC(=O)c2ccco2)C1 (stereo not given) | -2.5 | -8.6 | -5.9 | -13.2 | 1.6 | -0.6 | -0.8 | -21.6 | -6.3 | -0.9 | -7.5 |
| Cc1ccc(C(=O)C2CCN(CC(=O)NCc3ccc(F)cc3)CC2)cc1 | -0.2 | -16.2 | -15.0 | 6.3 | 32.8 | 0.3 | -0.1 | 7.2 | -3.7 | -26.2 | -0.2 |
| Cc1ccc(C(=O)Nc2scc(-c3ccccc3)c2C(=O)O)o1 | -0.3 | -5.0 | -1.2 | -18.0 | · | · | 1.9 | -2.4 | 1.2 | -6.4 | 1.2 |
| CC(=O)Nc1nonc1NC(=O)c1ccc(C(C)(C)C)cc1 | 3.6 | 0.6 | -0.6 | -15.7 | 2.9 | -4.2 | -0.1 | 0.4 | -3.4 | 9.6 | -1.7 |
| CC(=O)OCC[C@H](NS(=O)(=O)OCC(Cl)(Cl)Cl)c1ccccc1 | -1.1 | -12.3 | -6.5 | 7.5 | · | -15.4 | -1.8 | 6.5 | -1.0 | -10.9 | -9.2 |
| COc1ccc(CN2C(=O)c3cccnc3C2=O)cc1S(=O)(=O)NC1CCCCC1C (stereo not given) | 2.4 | -10.3 | -10.3 | 7.9 | 4.5 | -3.0 | · | -4.6 | -1.9 | -2.3 | 3.7 |
| CCCNC(=O)c1c(Cl)cnn1-c1ccc(C)cc1 | 0.3 | 1.9 | -4.4 | 5.7 | -2.2 | 4.1 | -0.7 | 0.6 | · | · | -0.1 |
| CCOC(=O)c1sc(/N=C/C2=C(O)CC(C)(C)CC2=O)c(C(=O)OCC)c1C | 0.4 | 6.3 | -0.5 | · | 7.9 | 6.3 | 2.2 | 8.3 | -2.7 | 6.1 | -2.5 |
| COCCNc1nc(N)c([N+](=O)[O-])c(NC2CCCCC2)n1 | 1.2 | 10.4 | -4.7 | 11.4 | 0.4 | 11.9 | -0.9 | -0.4 | -2.8 | 1.5 | -2.6 |
| O=C(NCCCN1CCOCC1)c1ccc(Cl)c(S(=O)(=O)N2CCCCCC2)c1 | -1.4 | -2.6 | -8.8 | -4.5 | -1.9 | 29.3 | -6.4 | 0.5 | 0.2 | -4.3 | -3.9 |
| CC(=O)Nc1ccc(NC(=O)C(C)NC(C)c2cccc3ccccc23)cc1 (stereo not given) | 0.7 | 2.0 | -4.8 | -13.4 | -1.3 | 2.8 | -1.0 | 21.2 | -0.1 | -0.9 | -4.8 |
| Cc1ccc2oc(=O)c3cnn(CC(=O)NCCC(C)C)c3c2c1 | 0.0 | -9.8 | -15.9 | 0.6 | · | 1.4 | -1.2 | -5.8 | 1.6 | -2.9 | 31.0* |
| Cc1ccc(OCC(=O)N(Cc2ccc(N(C)C)cc2)C2CCS(=O)(=O)C2)cc1C (stereo not given) | 0.5 | 3.5 | -7.5 | -11.8 | 6.2 | -11.3 | -1.2 | 12.8 | 4.6 | 1.2 | 2.0 |
| COc1ccc(NC(=O)CSc2nc3[nH]c(=O)cc(O)c3s2)c(OC)c1 | -1.3 | 0.6 | -3.1 | -16.9 | -1.2 | -19.9 | 0.0 | -0.8 | -2.3 | -2.0 | -2.0 |
| Cc1ccc(-c2nc(CS(=O)CC(=O)N3CCN(c4ncccn4)CC3)c(C)o2)cc1 (stereo not given) | -0.6 | 1.8 | -11.3 | 14.9 | · | 13.7 | 2.1 | 2.2 | 5.1 | 1.6 | -1.4 |
| CC(C)(C)S(=O)(=O)N1Cc2cc(CO)cc(CCO)c2[C@H]1CCO | 0.6 | -16.3 | 4.4 | · | · | -13.9 | 1.3 | -3.0 | -1.6 | 1.1 | -4.8 |
| CCOC(=O)c1c(C)[nH]c(C)c1C(=O)COC(=O)c1cccs1 | 1.4 | -6.5 | -2.1 | -11.4 | 5.4 | -20.0 | -0.5 | 1.1 | 6.5 | -0.3 | 1.8 |
| O=C(c1cccs1)N1CCN(Cc2ccccc2[N+](=O)[O-])CC1 | 0.7 | 18.9 | 2.6 | -12.5 | 2.2 | -14.0 | 3.6 | -13.9 | 0.4 | -11.1 | -1.3 |
| O=C1C=C(c2ccc(F)cc2OCc2ccccc2)C[C@@H](c2ccc(Cl)cc2)C1 | 1.2 | 1.1 | -1.9 | -13.6 | · | -2.2 | 1.0 | -7.1 | 0.0 | -2.3 | 1.7 |
| Cc1ccccc1NC(=O)CSc1nnc2ccc(-c3ccccn3)nn12 | 1.8 | -10.0 | -11.1 | -26.8 | -1.4 | -0.9 | 0.7 | -22.8 | -2.9 | -3.4 | -2.6 |
